# NR1D1 modulator: modulators of Rev-erb alpha DNA binding, primary screen, biochemical, FITC-DNA, fluorescence polarization, uHTS; Nuclear receptor subfamily 1 group D member 1 (Homo sapiens), P20393; Rev-erbα–FITC-DNA binding, 90 min; 370,000 compounds, 0.79% hits; activity, % at 10 µM; AID 1259318, 2017;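 active means activity above about 14%, limit read from the data; passing the limit was not always enough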;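 further: 0% = DMSO wells with 35 nM protein and 100% = DMSO wells with 750 nM protein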
# HTRA1 inhibitor: HTRA1 serine protease inhibitors, primary screen, biochemical, fluorescence polarization, HTS | Q92743 | recombinant HTRA1, FP-rhodamine activity-based probe | inhibition, % at 5.96 µM | 340,000 compounds, 0.5% hits; in the data active means inhibition above about 36%;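 further: 0% = enzyme with DMSO and 100% = wells lacking enzyme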
# Target sequence (Q92743 whole entry, looked up): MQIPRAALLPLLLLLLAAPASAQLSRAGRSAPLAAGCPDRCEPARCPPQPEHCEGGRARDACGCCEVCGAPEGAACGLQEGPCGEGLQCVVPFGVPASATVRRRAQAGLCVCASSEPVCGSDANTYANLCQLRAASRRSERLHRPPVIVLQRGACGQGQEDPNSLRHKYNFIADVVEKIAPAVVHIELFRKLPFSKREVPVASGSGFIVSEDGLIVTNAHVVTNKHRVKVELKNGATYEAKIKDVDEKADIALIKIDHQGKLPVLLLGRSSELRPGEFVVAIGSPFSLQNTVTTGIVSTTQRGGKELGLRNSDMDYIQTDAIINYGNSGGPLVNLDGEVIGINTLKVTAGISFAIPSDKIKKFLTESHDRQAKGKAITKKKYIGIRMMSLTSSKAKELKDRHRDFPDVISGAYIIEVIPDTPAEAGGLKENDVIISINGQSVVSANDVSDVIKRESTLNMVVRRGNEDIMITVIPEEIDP
# PG9 Ab binder: binders of HIV-1 gp120 antibody PG9, primary screen, biochemical, TR-FRET; HIV-1 gp120 / PG9 antibody interaction; inhibition, % at 6.7 µM; 360,000 compounds, 0.43% hits; TR-FRET gp120-PG9 antibody binding; in the data active means inhibition above about 8.5%
# ABHD4 inh: ABHD4 inhibitors, primary screen, biochemical, fluorescence polarization, mouse; (Lyso)-N-acylphosphatidylethanolamine lipase (Mus musculus), Q8VD66; purified mABHD4, FP-Rh probe fluorescence polarization; inhibition, % at 8.92 µM; 370,000 compounds, 0.54% hits; AID 720543, 2013;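 active means inhibition exceeding the mean over every tested compound plus 3 SD, cut at about 30% in these data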;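 further: 0% = plate median of compound wells and 100% = S159A mutant with DMSO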
#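 System: mouse ABHD4 enzyme, wild type / Medium: HEPES pH 7.0, NaCl, Pluronic buffer / Reagent: FP-Rh activity-based fluorescent probe / Control set: S159A mutant high control, sample median low control / Detection: fluorescence polarization with parallel and perpendicular emission, 525/598 nm / Schedule: 45 min + 60 min at 25 °C / Compound dosing: 8.92 µM, single dose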
# TCR-CD3 inh: inhibitors of human TCR-CD3 interaction, primary screen, biochemical, fluorescence, TAMRA-labeled TCR probe; inhibition, % at 9.4 µM; AID 651800, 2012; 360,000 compounds, 0.37% hits; T-cell receptor (TCR); in the data active means inhibition above about 19%;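 further: recombinant mutant TCR 2C K166C tagged with TAMRA read by polarization; 0% = receptor in buffer alone and 100% = receptor with positive control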
# MBD2 inh: inhibitors of MBD2 binding to methylated DNA, primary screen, biochemical, TR-FRET, DNA-binding domain, human; inhibition, % at 4.4 µM; 370,000 compounds, 0.31% hits; Methyl-CpG-binding domain protein 2 (Homo sapiens), Q9UBB5; MBD2 binding to methylated oligonucleotide; in the data active means inhibition above about 13%
# rCAG RNA binder: binders of r(CAG) RNA repeats, primary screen, biochemical, fluorescence; r(CAG) RNA repeat, TO-PRO-1 dye displacement fluorescence; AID 651821, 2012; 370,000 compounds, 1.3% hits; inhibition, % at 3 µM;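 active means inhibition above the plate cutoff, the mean of all test compounds on that plate plus 3 SD, cut at about 35% in these data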;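 further: 0% = DMSO alone and 100% = 100 µM mitoxantrone as full dye displacement; higher means more dye released from RNA so lower well fluorescence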
# PRMT1 inh: PRMT1 methyltransferase inhibitors, primary screen, biochemical, fluorescence polarization; 370,000 compounds, 1.3% hits; recombinant PRMT1, activity-based probe fluorescence polarization; Protein arginine N-methyltransferase 1 (Homo sapiens), Q99873; AID 652257, 2013; inhibition, % at 2.79 µM;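 active means inhibition above about 21% made by adding two undisclosed values, limit read from the data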
# Target sequence (Q99873 whole entry, looked up): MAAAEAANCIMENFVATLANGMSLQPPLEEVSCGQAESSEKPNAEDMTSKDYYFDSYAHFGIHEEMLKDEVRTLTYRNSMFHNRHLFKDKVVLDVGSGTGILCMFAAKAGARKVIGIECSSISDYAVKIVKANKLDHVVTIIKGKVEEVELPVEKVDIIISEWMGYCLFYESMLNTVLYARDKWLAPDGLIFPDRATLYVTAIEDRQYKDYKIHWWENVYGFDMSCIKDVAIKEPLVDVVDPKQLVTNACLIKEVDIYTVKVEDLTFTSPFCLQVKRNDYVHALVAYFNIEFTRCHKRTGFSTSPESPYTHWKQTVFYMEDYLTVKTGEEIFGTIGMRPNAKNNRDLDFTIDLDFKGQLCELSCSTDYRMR
# UHRF1 MBD2 ctr: UHRF1 methylated DNA binding inhibitors, primary screen, counter-screen for MBD2 inhibitor project, biochemical, TR-FRET, human UHRF1, single concentration; E3 ubiquitin-protein ligase UHRF1 (Homo sapiens), Q96T88; UHRF1 binding to methylated oligo; inhibition, % at 4.4 µM; 370,000 compounds, 0.75% hits; in the data active means inhibition above about 21%;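 further: UHRF1 SRA domain binding a hemimethylated CpG hairpin DNA probe; 0% = median of test compound wells and 100% = reference inhibitor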
# LEDGF integ inh: blockers of LEDGF/p75-dependent integrase strand transfer – biochemical, TR-FRET, high throughput, primary screen; HIV-1 integrase (with human LEDGF/p75); TR-FRET IN-LEDGF/p75 DNA integration, Eu/Cy5; inhibition, % at 3.7 µM; 370,000 compounds, 0.64% hits; AID 743269, 2014;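 active means inhibition above the screen-wide mean plus 3 SD, cut at about 13% in these data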;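 further: signal is the Cy5 over europium emission ratio at 671 and 618 nm; 0% = plate median of compound wells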
# Starred values were filed as active, the others as inactive; · = no result given; & = joins results of further samples. A portion of the library. The share of hits here may be higher or lower than overall.
# Every second line gives: NR1D1 modulator	HTRA1 inhibitor	PG9 Ab binder	ABHD4 inh	TCR-CD3 inh	MBD2 inh	rCAG RNA binder	PRMT1 inh	UHRF1 MBD2 ctr	LEDGF integ inh
- COc1ccc(S(=O)(=O)N2C3CCC2CC(NC(=O)NC2CCCCC2)C3)cc1 (configuration not stated)
 : 4.1	2.1	-1.8	-15.1	6.1	-0.1	-2.1	-0.9	-1.9	-0.7
- CC1CCCN(C(=O)NC2CC(=O)N(c3ccc4c(c3)OCCO4)C2)C1 (configuration not stated)
 : -1.4	5.8	1.9	2.1	4.2	-0.2	-4.7	0.1	0.6	-2.6
- CC(C)CNC(=O)C(=O)NCCCN1CCOCC1
 : -4.3	6.9	-0.1	-4.0	13.7	1.4	0.9	-1.4	0.9	2.2
- Cc1ccc(S(=O)(=O)N2CCCN(S(=O)(=O)c3ccc(C)cc3)CC2)cc1
 : 3.8	-2.6	-0.7	8.3	6.6	3.3	-5.2	2.4	0.8	-4.4
- Cc1ccc2nc(SCC(=O)NCc3ccc(S(N)(=O)=O)cc3)[nH]c2c1
 : 0.6	4.0	-0.2	2.9	5.7	-1.4	1.5	-5.4	0.8	5.3
- CCOc1cc(C2C(C(=O)OC(C)C)=C(C)NC3=C2C(=O)CCC3)cc([N+](=O)[O-])c1O (configuration not stated)
 : -4.3	3.2	0.3	-1.1	0.3	1.9	1.3	-1.8	-0.8	1.6
- COCCCNC(=O)CSc1nnc(-c2cccnc2)n1C1CCCCC1
 : -2.8	·	·	-0.4	·	-2.0	-0.7	-4.5	-0.6	-0.5
- COCCNC(=O)CCC1CCN(C/C=C/c2ccccc2OC)CC1
 : 2.6	-7.5	0.1	-0.9	-6.7	-6.9	-4.1	-0.7	1.4	4.9
- COc1ccc(CC2(CO)CCN(CC3=CC[C@H]4C[C@@H]3C4(C)C)CC2)cc1
 : -2.3	-0.1	-1.3	-1.1	6.0	1.7	-5.2	-4.3	-1.1	2.3
- COc1ccc(Cc2c(C(C)(C)C)nc3cc(C)c(Br)c(C)n23)c(C)c1
 : -2.2	·	-0.4	3.0	-2.3	-7.6	6.4	0.9	-1.8	0.1
- O=C(Nc1nc2ccc(S(=O)(=O)N3CCCC3)cc2s1)C1CCCO1 (configuration not stated)
 : 3.4	-9.4	-0.9	-5.9	3.5	2.6	5.8	-0.5	-0.2	-1.6
- COc1ccc(OCC(=O)Nc2cc(-c3nn(C)c(=O)c4ccccc34)ccc2OC)cc1
 : 4.0	-0.7	2.0	-2.3	-3.8	5.3	1.4	0.9	11.3	0.0
- O=C(NCc1cccnc1)c1ccc(S(=O)(=O)Nc2ccccc2)cc1
 : -2.8	1.6	-2.0	-0.7	-0.7	-0.7	1.8	-1.5	0.2	1.6
- COc1cccc(C(=O)N2CCCC(Nc3ccc(C)c(C)c3)C2)c1 (configuration not stated)
 : -1.1	4.3	-0.6	4.3	-0.9	-0.2	-5.0	-0.9	0.9	-1.0
- O=C(c1ccc(S(=O)(=O)c2ccc(F)cc2)c([N+](=O)[O-])c1)N1CCCCCC1
 : -2.2	-1.8	-1.6	2.3	-2.0	4.5	-6.1	-3.0	1.5	0.2
- O=C1OC(Oc2ccc(Br)cc2)(c2ccccc2)c2ccccc21 (configuration not stated)
 : 3.6	-25.9	2.2	-9.1	-1.5	1.3	3.5	0.1	1.6	-2.4
- CC1CCCCC1NC(=O)/C(C#N)=C/c1ccc(F)c(F)c1 (configuration not stated)
 : 1.7	13.8	-0.6	-1.8	-6.1	0.5	-1.3	-0.5	5.7	1.2
- CNC(=S)N1CCN(C(=O)c2ccco2)CC1
 : 5.6	1.9	-0.6	8.9	-4.3	6.6	-2.7	1.2	2.4	-3.4
- N#Cc1ccc(-c2nc3ccc(Cl)cn3c2Cc2cccc(F)c2)cc1
 : 2.2	·	-0.4	-18.0	1.8	3.6	8.5	5.1	9.8	2.9
- CN1C(C(=O)Nc2ccc(C(=O)O)cc2)=C(O)c2ccccc2S1(=O)=O
 : 1.7	10.7	1.3	7.5	-1.0	3.5	12.2	0.9	-1.6	-2.7
- COC1OC(O)C(NC(=O)C(F)(F)F)CC1O (configuration not stated)
 : -1.6	7.5	-0.1	6.2	14.6	-0.6	2.3	-1.9	1.1	-3.0
- CCC1CCCCN1c1nc2c(C=O)c(C)nn2c2ccccc12 (configuration not stated)
 : -0.5	-30.9	-0.7	8.2	4.3	2.5	0.8	0.1	14.7	2.7
- Cc1cc(C)c(NC(=O)CSc2nc(=O)n(CCN3CCOCC3)c3c2CCCC3)c(C)c1
 : -6.4	5.9	-1.3	3.1	4.8	-1.4	-4.9	-4.9	-0.5	0.9
- CCOC(=O)c1nn(-c2ccccc2)c(=O)cc1OCC(=O)Nc1cccc(OC)c1
 : -14.6	-6.4	2.6	0.3	-8.0	1.9	-3.1	1.9	1.2	-2.0
- CN(C)Cc1c(C(=O)N/N=C/c2cccs2)nnn1-c1nonc1N
 : -2.4	2.6	0.7	-7.0	2.5	1.0	4.2	5.8	8.0	-9.2
- Cc1onc(-c2ccccc2Cl)c1C(=O)NCCn1ccc2ccccc21
 : -1.2	-2.5	-0.9	-8.4	-0.6	1.5	0.6	0.2	0.7	9.7
- COCCCNc1nc2c(c(=O)[nH]c(=O)n2C)n1CC(O)COc1cccc(C)c1 (configuration not stated)
 : -1.0	1.0	-0.6	3.4	6.3	-4.5	-6.1	-4.0	-0.9	2.0
- COc1ccc2cc(C)c3nnc(SCC(=O)Nc4nc(-c5ccccc5)cs4)n3c2c1
 : -6.0	-5.2	-0.8	0.6	6.2	-3.5	2.9	-2.3	-2.9	3.9
- COCCN(C(=O)COC(=O)c1cc2c(s1)CCC2)c1c(N)n(Cc2ccccc2)c(=O)[nH]c1=O
 : -25.8	7.0	0.0	20.0	26.5*	65.1*	25.9	12.8	95.8*	53.7*
- C=C(Cl)COC(=O)C1C2C=CC(C2)C1C(=O)O (configuration not stated)
 : 3.9	1.3	2.4	-6.4	0.1	-2.4	-2.8	3.5	16.1	4.1
- C=CCN(C(=O)c1cc(C)cc(C)c1)C1(C(=O)Nc2ccccc2)CCN(C(C)C)CC1
 : -7.8	0.5	-0.8	1.2	8.5	-2.2	-7.5	-1.4	-0.6	2.3
- COc1ccc(/C=C2/NC(=O)N(CC(=O)Nc3cccc(C)c3)C2=O)cc1O
 : -6.9	0.3	-6.9	1.8	3.1	-0.5	8.5	-1.2	-3.3	3.3
- CCc1sc(C(=O)Nc2cc(S(=O)(=O)N3CCOCC3)ccc2OC)cc1C
 : 2.3	-14.6	0.5	-11.7	1.1	-3.1	3.9	-2.5	1.3	4.2
- Cc1cccc(CNC(=O)c2sc(=O)n(Cc3c(C)cccc3C)c2C)c1
 : 3.3	·	-1.2	-8.4	9.5	0.2	0.1	0.7	-1.1	-2.2
- COc1cc(F)ccc1-c1cc(C(=O)NCc2cc(C(F)(F)F)cc(C(F)(F)F)c2)[nH]n1
 : 11.4	·	-0.9	-1.7	1.5	0.9	2.2	-1.3	4.7	-3.5
- C=CCNc1nc2c(c(=O)n(C)c(=O)n2C)n1CC(=C)C
 : -3.1	3.3	-2.3	0.6	0.2	1.1	-0.7	-2.2	-1.2	-1.1
- O=C(COC(=O)c1ccc(Br)cc1)NCCc1ccccc1
 : -0.3	-0.9	-1.7	-0.2	5.1	-5.2	-4.8	-0.4	-2.9	2.1
- COC(=O)CC1C(=O)NCCN1C(=O)Nc1ccccc1 (configuration not stated)
 : -1.8	2.4	-1.2	-0.7	2.7	-2.2	1.0	-2.3	-3.2	-1.4
- Cc1ccc(CNC(=O)[C@H]2C[C@@H]2[C@H](NP(=O)(c2ccccc2)c2ccccc2)c2ccccc2)o1
 : 3.3	-7.5	-0.3	-3.4	0.0	-4.5	-5.1	1.0	-1.5	-1.8
- CCN(c1ccccc1)S(=O)(=O)c1ccc(OCC(=O)Nc2cc(C)on2)cc1
 : ·	-6.6	0.7	-4.5	1.9	1.7	-3.4	-0.1	2.8	-2.6
- Cn1c(N)c(S(=O)(=O)N2CCN(Cc3ccccc3)CC2)c(=O)n(C)c1=O
 : 2.6	5.8	1.9	2.3	-1.8	-5.1	1.6	-3.0	-1.1	2.8
- O=C(O)c1ncc(Cl)c(Cl)c1Cl
 : 0.9&2.1	8.1&-1.5	0.6&0.4	-3.9&-2.8	0.4&-7.7	3.9&-1.5	-0.8&5.5	-1.9&4.2	1.0&4.9	0.6&-0.7
- COc1ccc(Cc2c(-c3ccccc3)nc3c4ccccc4ccn23)c(C)c1
 : 0.8	·	-0.5	-3.7	5.4	-0.4	3.1	-0.4	19.9	5.9
- Nc1nc2ccc(S(=O)(=O)c3ccc4nc(N)sc4c3)cc2s1
 : 4.0	-14.6	0.0	-3.1	5.0	0.1	7.4	-2.4	0.0	-1.9
- O=C(NCC1CCCO1)c1cc2ccccc2oc1=O (configuration not stated)
 : 0.2	-5.0	2.0	-3.1	-3.7	3.5	-2.9	0.1	-2.0	2.0
- COc1cc(OC)cc(-n2nnnc2SCC(=O)Nc2nc3c(s2)CCCC3)c1
 : -1.6	-15.0	0.4	-3.2	-8.1	0.8	8.2	-3.1	4.5	-1.0
- CCOC(=O)C1=CN(Cc2ccco2)S(=O)(=O)NC1c1ccc(F)c(Cl)c1 (configuration not stated)
 : -7.5	-4.0	-1.2	2.0	-2.5	5.4	16.1	9.2	-0.2	-0.6
- Cc1cc(C(=O)OCC(=O)c2c(N)n(C)c(=O)n(C)c2=O)c(C)o1
 : -0.5	5.5	-1.4	1.0	-2.1	2.2	0.5	-0.8	0.6	-0.5
- COc1ccc(-c2c(-c3ccccc3)c(C(=O)C(=O)NCCCN(C)C)n3ccc4cc(OC)c(OC)cc4c23)cc1OC
 : -12.7	1.7	-2.2	-3.2	-1.8	-4.4	23.2	-0.6	6.1	9.1
- COc1ccc(/C=C/C(=O)N(C)Cc2cccs2)cc1S(=O)(=O)N1CCOCC1
 : 0.4	-2.8	-0.3	-11.0	6.7	-3.9	-1.4	-0.6	-2.4	-0.3

# 3 compounds already listed, arranged by number of heavy atoms, smallest number first:
# Every second line gives: NR1D1 modulator	HTRA1 inhibitor	PG9 Ab binder	ABHD4 inh	TCR-CD3 inh	MBD2 inh	rCAG RNA binder	PRMT1 inh	UHRF1 MBD2 ctr	LEDGF integ inh
- Nc1nc2ccc(S(=O)(=O)c3ccc4nc(N)sc4c3)cc2s1
 : 4.0	-14.6	0.0	-3.1	5.0	0.1	7.4	-2.4	0.0	-1.9
- Cc1cc(C(=O)OCC(=O)c2c(N)n(C)c(=O)n(C)c2=O)c(C)o1
 : -0.5	5.5	-1.4	1.0	-2.1	2.2	0.5	-0.8	0.6	-0.5
- COc1ccc(/C=C/C(=O)N(C)Cc2cccs2)cc1S(=O)(=O)N1CCOCC1
 : 0.4	-2.8	-0.3	-11.0	6.7	-3.9	-1.4	-0.6	-2.4	-0.3

# Compound activity: PubChem, several laboratories
